High-throughput results as filed in PubChem BioAssay.
DAGLB inh = diacylglycerol lipase beta (human) inhibition. HEK293T DAGLB membrane lysate, EnzChek fluorogenic substrate. inhibition, % at 5.17 µM. 340,000 tested, 0.059% active; in the data active means inhibition above about 34%;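 further: 0% = enzyme with vehicle and 100% = wells lacking enzyme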
NSD2 inh = blocks human histone methyltransferase NSD2. O96028. NSD2 peptide methylation, AlphaScreen, 120 min. inhibition, % at 12.5 µM. 310,000 tested, 0.54% active. AID 743445; in the data active means inhibition above about 50%
DSG3 Ab inh = blocks pemphigus antibody binding to human desmoglein-3. DSG3-coupled beads, scFv-anti-DSG3-GFP binding, flow cytometry; active compounds read low. 310,000 tested, 0.48% active. binding (percent of control), % at 10 µM;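 active means binding more than 3 SD below its plate's average and above zero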;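 further: hits lower antibody fragment binding to DSG3; some compounds called inactive have numbers as strong as hits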
RTF Ca sens inh = cardiac RTF calcium desensitization; 340,000 tested, 0.12% active; IANBD-labeled cardiac RTF, Ca2+ fluorescence; P19429+P45379; AID 493244; inhibition, % at 7.15 µM;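 active means inhibition above the mean inhibition of all tested compounds plus 3 SD, cut at about 17% in these data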;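 further: assay run at fixed EC70 calcium of 1.6 mM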
Keap1 Nrf2 FP = disrupts human Keap1 binding to Nrf2 peptide | 340,000 tested, 0.15% active | Keap1 Kelch-Nrf2 peptide fluorescence polarization, 1536-well | inhibition, % at 9.4 µM | AID 504523 | Q14145; in the data active means inhibition above about 12%;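 further: human Keap1 Kelch domain with fluorescein labeled Nrf2 9mer peptide probe; 0% = neutral control wells and 100% = peptide positive control; higher means more block of Keap1 binding to Nrf2 peptide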
Target sequence (Q14145 whole entry, looked up, the tested form may be a part): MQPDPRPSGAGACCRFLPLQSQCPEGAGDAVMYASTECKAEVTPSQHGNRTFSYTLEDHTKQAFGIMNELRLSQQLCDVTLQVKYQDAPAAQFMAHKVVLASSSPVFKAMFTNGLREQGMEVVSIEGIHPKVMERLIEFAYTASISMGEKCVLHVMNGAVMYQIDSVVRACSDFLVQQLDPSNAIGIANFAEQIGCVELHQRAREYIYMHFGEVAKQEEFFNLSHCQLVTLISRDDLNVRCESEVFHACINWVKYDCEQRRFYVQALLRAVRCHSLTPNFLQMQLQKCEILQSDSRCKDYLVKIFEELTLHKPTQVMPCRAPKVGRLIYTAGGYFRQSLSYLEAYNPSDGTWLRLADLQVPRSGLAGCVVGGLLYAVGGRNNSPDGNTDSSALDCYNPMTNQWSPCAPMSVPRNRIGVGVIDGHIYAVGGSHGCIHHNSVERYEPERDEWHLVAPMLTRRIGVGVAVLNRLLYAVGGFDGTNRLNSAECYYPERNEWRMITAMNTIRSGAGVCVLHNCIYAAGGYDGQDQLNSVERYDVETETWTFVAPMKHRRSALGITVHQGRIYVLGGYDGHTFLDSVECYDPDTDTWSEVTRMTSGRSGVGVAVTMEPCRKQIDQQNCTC
Arrestin-AP2 inh = human beta-arrestin and AP2 interaction inhibition; FITC-arrestin peptide / GST-AP2 beads, flow cytometry; AP2 beta2 appendage carries R879A mutation; inhibition, % at 10 µM; 340,000 tested, 0.31% active; AID 504490;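 active means inhibition above a set limit, near 3 SD of compounds lacking own fluorescence, cut at about 54% in these data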;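 further: plate controls were DMSO wells for no effect and 5 µM unlabelled arrestin peptide for full effect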
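Material – AP2 appendage R879A on GSH beads · Buffer or medium – PBS with 0.05% Tween 20 and 0.1% BSA · Probe or stimulus – fluorescein-tagged arrestin peptide at 50 nM final · Incubation – compound with beads 12 min RT, then probe 1 h RT · Detection – high-throughput flow cytometry of beads, ex 488, em 535 nm · Evaluation – percent response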
CAL PDZ FP-1 = human CAL PDZ-peptide interaction inhibition; Q9HD26; purified CAL PDZ, TMR-peptide fluorescence polarization, 1 h; inhibition, % at 20 µM; 330,000 tested, 0.02% active; AID 504414;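 active means highest replicate inhibition of at least 40%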;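 further: plate controls were DMSO neutral control wells for no effect and unlabeled competitor peptide control wells for full effect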
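Material – purified CerCALP PDZ construct · Detection – FP readout, S and P plane fluorescence · Measure – percent inhibition from loss of millipolarization · Controls – unlabelled peptide for full inhibition, DMSO wells as neutral · Probe or stimulus – TMR-labelled reporter peptide T*-PRC34 bound in PDZ groove · Times – 1 h at RT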
CAL PDZ FP-2 = CAL PDZ (human) peptide binding inhibition. Q9HD26. AID 602252. 300,000 tested, 0.92% active. inhibition, % at 24.9 µM. purified CAL PDZ, TMR-peptide fluorescence polarization, 1 h;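 active means mean inhibition of at least 30% with at least half of replicates also reaching 30%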;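 further: 0% = DMSO neutral control and 100% = excess unlabeled competitor peptide PRC23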
V-ATPase pHluor = regulators of yeast V-ATPase proton transport | S. cerevisiae, pHLuorin cytosolic pH fluorescence | AID 504577 | 350,000 tested, 0.37% active | response, % at 10 µM; in the data active means response mostly above about 7.3%, no sharp cut-off; inactive means mostly below about 5.4%; further: actives read high; inactives centre near 0; some compounds called inactive have numbers as strong as hits
LANA DNA inh = blocks KSHV LANA C-terminal domain binding to DNA; MBP-C-LANA/FAM-LBS DNA binding, fluorescence polarization; 340,000 tested, 0.078% active; inhibition, % at 9 µM;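 active means highest replicate inhibition at or above 60% at 9 µM, even if other replicates fall short; inactive means all replicates below 60% inhibition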;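 further: 0% = neutral control wells and 100% = 4 µM acridine orange control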
* = called active by the depositor; · = not tested or not shown. Not all compounds are listed, so the mix of outcomes need not match the whole.

SMILES | DAGLB inh | NSD2 inh | DSG3 Ab inh | RTF Ca sens inh | Keap1 Nrf2 FP | Arrestin-AP2 inh | CAL PDZ FP-1 | CAL PDZ FP-2 | V-ATPase pHluor | LANA DNA inh
Cc1cc(OCC(=O)NCCO)cc(C)c1Cl | 1 | -3 | 78 | 1 | 0 | 2 | · | 0 | 2 | -1.5
O=C1CNC(=O)N1CC(O)Cn1c2ccccc2c2ccccc21 (stereo not given) | 2 | 1 | 87 | -20 | -1 | -6 | -2.2 | -3 | 0 | 0.8
CCOC(=O)[C@H]1[C@H]2COc3ccc(Cl)cc3[C@@H]2N2C(=O)CN(CC3CCCO3)C(=O)[C@@]12C (stereo not given in full) | -2 | · | 105 | 4 | -3 | 9 | 1.1 | -2 | 0 | 0.2
Cn1c(CN2CCOCC2)nnc1SCC(=O)NCCc1ccccc1 | -6 | -4 | 105 | -1 | 3 | -9 | · | 12 | 0 | 1.8
COc1cc(C(=O)N/N=C2\CCS(=O)(=O)c3ccc(F)cc32)cc(OC)c1OC | 0 | -1 | 108 | -11 | -1 | 15 | 0.0 | -5 | -4 | -1.4
Fc1cccc(Cn2ccc(-c3ccc4c(c3)OCO4)n2)c1 | -4 | -3 | 93 | 3 | -3 | 27 | -1.9 | -3 | 0 | 1.6
COc1cc(CN2CCSCC2)c([N+](=O)[O-])cc1OC | 0 | 2 | 98 | -3 | -4 | -21 | -0.2 | -4 | 0 | -0.7
CC(=O)N(C)c1ccc(NCc2cc(=O)oc3cc(C)c(O)cc23)cc1 | 1 | 0 | 96 | -5 | 0 | 9 | -0.7 | -3 | -2 | 0.0
CCn1c(SCC(N)=O)nc2sc3c(c2c1=O)CCN(C)C3 | -5 | 0 | 123 | -11 | -4 | 3 | -1.1 | · | -3 | -1.0
COC(=O)Cn1c(=NC(=O)c2ccc(Cl)s2)sc2cc(C)ccc21 | -2 | -2 | 96 | 1 | -1 | -14 | 0.1 | -8 | -2 | 0.2
COc1cc(/C=N/NC(=O)c2cccs2)ccc1O | -1 | -7 | 98 | -2 | -1 | 0 | 1.0 | -4 | 5 | -1.7
CCCCc1c(C)nn(-c2nnc3c4ccccc4n(C)c3n2)c1C | 2 | 0 | 98 | 2 | 2 | 2 | -3.7 | · | 2 | -0.4
COCCNC(=S)N/N=C/c1ccc(N2CCOCC2)cc1 | 0 | 42 | 93 | 5 | 4 | -9 | -1.7 | -3 | 13 | -0.7
N#Cc1c(NC(=O)CN2CCN(C(=O)c3ccco3)CC2)sc2c1CCCCC2 | 2 | 3 | 102 | 0 | -1 | 1 | -3.0 | -4 | 0 | 2.3
N#CC1(c2ccccc2)CCCN1C(=O)c1ccccc1Br (stereo not given) | -4 | -2 | 107 | -4 | -5 | -4 | -1.7 | -3 | -5 | -0.6
CC(C)CC(NC(N)=O)C(=O)Nc1ccc(Cl)c(Cl)c1 (stereo not given) | -2 | -1 | 98 | -2 | -5 | -13 | 11 | -5 | -2 | -1.3
C/C(=N\NC(=O)c1c(C)nc2ccccn12)c1ccc(C(C)(C)C)cc1 | 0 | -5 | 119 | -4 | -5 | 2 | -4.4 | -2 | 5 | -1.1
CCOc1ccc(C(=O)NC2CCN(CC(=O)NCc3cccs3)CC2)cc1 | 2 | 0 | 84 | 4 | 0 | 55* | -4.6 | 1 | -2 | 0.2
N#Cc1nc(-c2ccco2)oc1NCc1ccc(F)cc1 | 1 | 1 | 97 | -3 | -1 | 72* | 0.5 | -1 | 0 | -0.5
Cc1nn(CC(=O)NCCN2CCOCC2)c(=O)c2cc3sccc3n12 | -1 | 0 | 92 | -7 | 5 | -4 | -0.8 | -1 | 1 | 0.7

In the list so far, two have two or more sulfur atoms.
SMILES | DAGLB inh | NSD2 inh | DSG3 Ab inh | RTF Ca sens inh | Keap1 Nrf2 FP | Arrestin-AP2 inh | CAL PDZ FP-1 | CAL PDZ FP-2 | V-ATPase pHluor | LANA DNA inh
CCn1c(SCC(N)=O)nc2sc3c(c2c1=O)CCN(C)C3 | -5 | 0 | 123 | -11 | -4 | 3 | -1.1 | · | -3 | -1.0
COC(=O)Cn1c(=NC(=O)c2ccc(Cl)s2)sc2cc(C)ccc21 | -2 | -2 | 96 | 1 | -1 | -14 | 0.1 | -8 | -2 | 0.2

Following part.
SMILES | DAGLB inh | NSD2 inh | DSG3 Ab inh | RTF Ca sens inh | Keap1 Nrf2 FP | Arrestin-AP2 inh | CAL PDZ FP-1 | CAL PDZ FP-2 | V-ATPase pHluor | LANA DNA inh
COc1cc(OC)c(OC)cc1CNC(=O)c1cc(=O)[nH]c2ccccc12 | -4 | -8 | · | -18 | 1 | -1 | -1.3 | · | -2 | -1.6
Cc1cc(=O)oc2cc(OCC(=O)NCCN3CCOCC3)ccc12 | -1 | -1 | 94 | 1 | 0 | -5 | -1.2 | 1 | 7 | -0.5
CC(=O)N1CCOCCOCCN(C(C)=O)CCOCC1 | -1 | -4 | 103 | 2 | 3 | 11 | 0.1 | · | -1 | 0.3
CC(=O)c1c(C)n(C)c2ccc(OC(=O)c3ccc([N+](=O)[O-])cc3)cc12 | -2 | -9 | 90 | -6 | 0 | 1 | -2.0 | 0 | -1 | 0.0
CC1CN(S(=O)(=O)c2cc(C(=O)NCCCN3CCCC3=O)ccc2Cl)CC(C)O1 (stereo not given) | 0 | -2 | · | -4 | 0 | 34 | 2.2 | -3 | -4 | -4.3
COc1cc(C(=O)NCC(c2cccs2)N2CCc3ccccc32)cc(OC)c1OC (stereo not given) | 4 | -1 | 98 | -6 | 0 | 14 | -1.4 | -1 | 6 | -1.8
COc1ccc(CN(C)C(=O)/C=C/c2ccc(S(=O)(=O)N3CCOCC3)cc2)cc1F | 2 | 2 | 102 | 1 | -6 | -13 | -1.6 | -5 | -1 | -0.5
O=C(CSc1nncs1)NC(=O)Nc1ccc2c(c1)OCCO2 | 0 | -3 | 99 | -9 | 4 | 3 | -1.9 | 0 | -1 | -0.1
CCC1(CC)NC(=O)N(CC(=O)OCC(=O)NC(=O)c2ccccc2)C1=O | -2 | 1 | 107 | -7 | -1 | 5 | -1.3 | -1 | 6 | -1.6
COc1ccc(S(=O)(=O)N2c3ccccc3OCC2C)cc1 (stereo not given) | · | -13 | · | · | -4 | -3 | -0.9 | -3 | 0 | -3.0
CC(CS(=O)(=O)c1ccccc1[N+](=O)[O-])N1CCOCC1 (stereo not given) | 2 | 0 | 92 | -7 | 0 | -4 | 0.0 | -11 | 3 | 2.2
O=C(OCC(=O)c1ccc(Cl)s1)c1ccc(CO)cc1 | 0 | -5 | 100 | -12 | -2 | 30 | -3.5 | -6 | -3 | 0.5
O=C(O)C1C2C=CC(O2)C1C(=O)NCc1ccccc1Br (stereo not given) | -1 | 0 | 101 | -5 | 0 | -1 | -1.0 | · | 4 | -0.9
CCOC(=O)C(C)n1cnc2sc3c(c2c1=O)CCC3 (stereo not given) | 0 | 2 | 103 | -6 | 0 | -2 | 0.8 | -4 | -3 | 0.0
CCCCc1nc2sc3c(=O)n(N)cnc3c2c2c1CCCC2 | 1 | 10 | 93 | -14 | -2 | 1 | -2.9 | -6 | 1 | -0.5
CC(NC(=O)c1ccccc1)C(=O)N/N=C/c1ccco1 (stereo not given) | 0 | 2 | 97 | -11 | -3 | -9 | -1.5 | 0 | 5 | 2.3
O=C(NC(=S)Nc1ccccc1)c1ccc(-c2ccccc2)cc1 | -8 | -4 | 108 | -15 | 1 | -5 | -1.0 | -3 | 4 | 2.2
Cc1ccc(C)c(CSc2nnc(-c3cccnc3)n2N)c1 | -1 | -1 | 98 | 0 | -1 | 33 | 0.9 | · | -1 | -0.5
CN(CC(=O)Nc1ccc(F)cc1)C(=O)c1cccc(S(=O)(=O)N2CCN(c3ccc(F)cc3)CC2)c1 | -1 | · | 102 | -10 | -1 | -8 | -2.4 | -1 | -3 | 0.6
COc1cc(OC)cc(-c2nc(SCC(=O)Nc3ccccc3F)n[nH]2)c1 | -2 | 1 | 112 | -5 | 2 | 0 | -1.9 | · | 0 | -1.6
O=C(Oc1c(Br)cc([N+](=O)[O-])cc1Br)c1cccnc1 | 9 | · | 92 | -6 | -1 | -5 | -3.4 | 2 | -3 | 0.7
CCOc1ccc(OCC)c(NC(=O)CSc2nc3c(c(=O)n(C)c(=O)n3C)n2CC)c1 | -1 | 1 | 107 | -10 | -4 | -3 | -1.8 | · | 1 | -0.4
O=C(c1ccc([N+](=O)[O-])cc1)N1CCN(C(=O)c2cccnc2)CC1 | -1 | 0 | 105 | 5 | 1 | -5 | -0.1 | 1 | 2 | 0.0
CC1Cc2ccccc2N1C(=O)CSc1nnc(-c2ccccc2)c(-c2ccccc2)n1 (stereo not given) | -6 | -4 | 106 | 5 | -7 | 6 | -0.5 | 0 | -2 | -2.7
NC(=O)Cn1c(=O)n(C2CCCCC2)c(=O)c2c3c(sc21)CCCCC3 | -2 | 0 | 91 | -2 | 2 | 36 | -2.5 | -19 | 2 | 0.1
CCOc1ccc(Br)cc1C(=O)Nc1ccc(C(=O)NCC(C)C)cc1 | 15 | -1 | 98 | 1 | -6 | 1 | -2.4 | · | -2 | -1.3
CSc1ccc(CCNC(=O)CCc2nnc3ccc(N4CCCC4)nn23)cc1 | 1 | · | 106 | -6 | 4 | 3 | -2.0 | · | -1 | 0.3
CS(=O)(=O)N(CC(=O)NCc1ccco1)c1ccccc1Cl | -2 | -1 | 103 | 2 | -3 | 4 | 1.0 | -2 | -3 | 1.2
COc1ccc(OC)c(NC(=O)NNC(=O)c2cc3occc3[nH]2)c1 | 1 | 8 | 114 | -12 | 2 | 11 | -1.4 | -2 | 2 | 0.1
O=S(=O)(c1ccc2ccccc2c1)N1CCCCC1 | -3 | -5 | 105 | -5 | -8 | -1 | -0.8 | · | -1 | -0.9
COc1ccc(C(=O)NCCCn2cccn2)cc1OC1CCN(C(C)=O)CC1 | 2 | -5 | 102 | -5 | -5 | -7 | -1.2 | -5 | 8 | 0.4
CCOc1ccc2nc(NCCNC(=O)Nc3cccc(C)c3)c(C#N)cc2c1 | -1 | 1 | 89 | -2 | -1 | 23 | -4.2 | -3 | 0 | 0.0
COc1ccc(SCCN2CCN(CC(C)C)CCC2=O)cc1 | -1 | · | 108 | 3 | -6 | 10 | -0.8 | -2 | -6 | -0.2
Cc1ccc2nc(-c3ccc(F)cc3)nc(SCC(=O)NCC3CCCO3)c2c1 (stereo not given) | -1 | -2 | · | -5 | -6 | 13 | -3.3 | 0 | 6 | -1.3
Cc1[nH][nH]c(=O)c1C(c1ccc(Cl)cc1)c1c(C)[nH][nH]c1=O | 2 | 1 | 110 | -7 | -4 | 40 | -1.3 | -3 | 3 | -0.1
c1ccc(COc2cccc(CNCc3cccnc3)c2)cc1 | 0 | -2 | 84 | 0 | 1 | -15 | -3.2 | 1 | 1 | -0.5
CCC(=O)N1CCN(c2ccc(NC(=O)c3ccc([N+](=O)[O-])o3)cc2)CC1 | 0 | -1 | 113 | -12 | -4 | 33 | -1.1 | -5 | -5 | -0.6
